MC4R ag barr: agonists of human melanocortin 4 receptor (MC4R) beta-arrestin; P32245; U2OS MC4R beta-arrestin complementation, luminescence; percent of melanotan II response, DMSO zero; activation, % at 8.9 µM; 360,000 compounds, 0.98% hits; AID 540308;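 active means activation above a per-plate cutoff, the mean activation of sample wells on that plate plus 3 SD, cut at about 8% in these data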
HTR2A ag: agonists of mouse serotonin 5-HT2A receptor (HTR2A) | P35363 | CHO-K1 mHTR2A beta-arrestin complementation, luminescence; percent of 30 µM serotonin response | activation, % at 7.6 µM | 360,000 compounds, 0.66% hits;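 active means activation above a run cutoff, the mean activation of all tested compounds plus 3 SD, cut at about 14% in these data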;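 further: 0% = plate median of compound wells and 100% = 30 µM serotonin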
H9c2 protect: modulators protecting cardiomyocytes from myocardial damage | H9c2 cardiomyocytes, H2O2 injury protection, ATPLite, 2 h | 360,000 compounds, 0.63% hits | protection from H2O2 cell death, % at 20 µM;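 active means compounds giving at least 50% protection of heart cells from peroxide-induced death in the single-dose screen, raw or plate-pattern-corrected value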;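 further: 0% = DMSO wells with peroxide and 100% = DMSO wells without peroxide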
TLR9-MyD88 inh: inhibitors of human TLR9-MyD88 binding | Q9NR96+Q99836 | CHO BLA complementation TLR9-MyD88, CCF4 FRET ratio | inhibition, % at 4.98 µM | 340,000 compounds, 0.21% hits | AID 504734;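 active means inhibition above the mean over all tested compounds plus 3 SD, cut at about 21% in these data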;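 further: 0% = DMSO only wells and 100% = clavulanate BLA inhibitor control wells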
MC4R antagonist: antagonists of human melanocortin 4 receptor (MC4R) | P32245 | MC4R-expressing cells, MTII-stimulated cAMP, LANCE TR-FRET | inhibition, % at 6.5 µM | 360,000 compounds, 0.48% hits | AID 540295;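 active means inhibition above its plate's cutoff, the mean of tested wells on that plate plus 3 SD, cut at about 29% in these data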;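 further: 0% = Melanotan II alone and 100% = Melanotan II plus saturating MCL0020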
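System: U2OS-MC4R stable cell line; Technique: Eu-cAMP/anti-cAMP TR-FRET, emission 671 nm; Repeats: single well per compound; Also added: Melanotan II; Dosing: one concentration, 6.5 µM nominal; Schedule: 30-min compound, 1-h challenge, 1-h detection, room temperature.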
ABHD5 PLIN5 PPI: blocks binding of human ABHD5 to perilipin-5 | AID 602281 | 360,000 compounds, 0.78% hits | Q00G26+Q8WTS1 | inhibition, % at 4 µM | Split G. princeps luciferase complementation, luminescence, 4 h;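 active means inhibition above the mean inhibition across every tested compound plus 3 SD, cut at about 22% in these data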;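 further: 0% = DMSO only wells and the 100% control is not disclosed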
Glyco luc inh: N-linked glycosylation inhibition. D54 ERlucT glycosylation luciferase reporter, 24 h; percent of 100 nM tunicamycin response. reporter increase, % at 12.5 µM. 360,000 compounds, 0.23% hits. AID 588692;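 active means mean luciferase reporter signal, scaled so untreated is 0 and the glycosylation-blocking control 100, at or above a set limit in every replicate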;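 further: luciferase carries N-glycosylation sites so blocking glycosylation raises the light; 0% = median of neutral control wells and 100% = median of 100 nM tunicamycin wells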
ABCB6 inh MLPCN: human ABCB6 transporter inhibition | 360,000 compounds, 0.19% hits | fluorescence ratio to DMSO, % at 10 µM | K562-ABCB6 porphyrin accumulation, flow cytometry, 1 h; hits give low values | Q9NP58;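 active means fluorescence ratio to DMSO below 75%, the collection mean minus 3 SD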;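 further: signal is porphyrin accumulated inside mitochondria; 100% equals median channel fluorescence of DMSO control wells; lower ratio means ABCB6 inhibition with less porphyrin fluorescence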
NOD2 RIPK2 PPI: inhibitors of human NOD2-RIPK2 interaction; O43353; CHO BLA complementation NOD2-RIPK2, CCF4 ratio; inhibition, % at 4.98 µM; 360,000 compounds, 0.38% hits; AID 624267; in the data active means inhibition above about 21%;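 further: 0% = vehicle only and 100% = reference blocker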
NCOA2 inhibitor: human SRC2 (NCOA2) inhibition; HEK293 GAL4-SRC2 luciferase reporter, luminescence; 370,000 compounds, 0.17% hits; inhibition, % at 9 µM;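 active means inhibition above the mean inhibition of all tested compounds plus 3 SD, set per campaign, cut at about 52% in these data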;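 further: 0% = DMSO treated cells and 100% = cells given Gossypol at 36 µM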
Target sequence (Q15596 whole entry, looked up, the tested form may be a part): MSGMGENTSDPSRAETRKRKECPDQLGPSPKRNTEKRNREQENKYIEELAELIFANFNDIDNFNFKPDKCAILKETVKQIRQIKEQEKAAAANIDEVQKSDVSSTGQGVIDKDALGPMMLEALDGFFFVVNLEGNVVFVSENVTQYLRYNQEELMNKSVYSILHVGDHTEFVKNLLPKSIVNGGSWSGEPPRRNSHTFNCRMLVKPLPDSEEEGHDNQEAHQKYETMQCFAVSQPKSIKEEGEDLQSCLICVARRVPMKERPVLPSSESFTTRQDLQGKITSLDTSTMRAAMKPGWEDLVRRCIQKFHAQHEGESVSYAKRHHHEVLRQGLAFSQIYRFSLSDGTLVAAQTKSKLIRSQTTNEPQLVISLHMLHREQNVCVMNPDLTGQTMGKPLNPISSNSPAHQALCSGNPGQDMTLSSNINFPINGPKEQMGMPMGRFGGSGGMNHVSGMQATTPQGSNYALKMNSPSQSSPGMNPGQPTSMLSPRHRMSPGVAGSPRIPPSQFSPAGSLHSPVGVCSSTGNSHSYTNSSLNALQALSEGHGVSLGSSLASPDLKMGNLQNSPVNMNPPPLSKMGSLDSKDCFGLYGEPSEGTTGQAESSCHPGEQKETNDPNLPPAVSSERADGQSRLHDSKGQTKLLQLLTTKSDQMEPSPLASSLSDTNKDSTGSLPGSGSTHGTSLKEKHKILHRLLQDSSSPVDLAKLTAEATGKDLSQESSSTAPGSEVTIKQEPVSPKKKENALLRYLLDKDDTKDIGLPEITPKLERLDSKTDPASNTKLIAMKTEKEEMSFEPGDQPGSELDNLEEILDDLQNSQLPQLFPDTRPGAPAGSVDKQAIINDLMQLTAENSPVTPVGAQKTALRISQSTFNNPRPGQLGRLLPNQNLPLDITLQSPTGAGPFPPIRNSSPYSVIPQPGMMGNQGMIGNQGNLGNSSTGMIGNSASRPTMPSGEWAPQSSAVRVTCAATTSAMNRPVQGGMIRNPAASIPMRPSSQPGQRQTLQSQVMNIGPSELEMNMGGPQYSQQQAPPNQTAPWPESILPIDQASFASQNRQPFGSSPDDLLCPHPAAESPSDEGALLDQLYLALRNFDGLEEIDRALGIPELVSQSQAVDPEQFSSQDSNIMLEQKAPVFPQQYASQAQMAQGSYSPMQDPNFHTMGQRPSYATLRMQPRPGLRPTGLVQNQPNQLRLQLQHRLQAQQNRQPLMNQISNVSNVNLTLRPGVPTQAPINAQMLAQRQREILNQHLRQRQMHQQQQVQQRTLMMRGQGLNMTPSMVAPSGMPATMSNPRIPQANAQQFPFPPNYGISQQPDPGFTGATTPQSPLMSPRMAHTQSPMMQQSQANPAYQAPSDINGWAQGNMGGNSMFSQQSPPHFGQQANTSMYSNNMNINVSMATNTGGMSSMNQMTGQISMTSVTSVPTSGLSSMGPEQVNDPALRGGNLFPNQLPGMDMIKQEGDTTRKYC
Numbers without * were called inactive; . = not tested or not shown. An excerpt; the hit share may differ from the screen's.

SMILES | MC4R ag barr | HTR2A ag | H9c2 protect | TLR9-MyD88 inh | MC4R antagonist | ABHD5 PLIN5 PPI | Glyco luc inh | ABCB6 inh MLPCN | NOD2 RIPK2 PPI | NCOA2 inhibitor
Fc1cc2[nH]cnc2cc1Cl | 1.6 | 2 | 4 | 7 | 9 | 1 | 0 | 105 | 1 | 3
Cc1ccc2nc3c(c(C(=O)OCC(=O)N(C)C4CCS(=O)(=O)C4)c2c1)CCCC3 (stereo not given) | 1.0 | -3 | -2 | -3 | 5 | -2 | -3 | 101 | 11 | -6
CN1C(C(=O)c2ccccc2)=C(N)c2ccccc2S1(=O)=O | -1.3 | -3 | 1 | 7 | 4 | -6 | 1 | 95 | 3 | 5
CSCC[C@H](NS(=O)(=O)c1ccc(C(C)=O)cc1)c1nnc2ccccn12 | -2.0 | 7 | 6 | 3 | 5 | -2 | -1 | 95 | -4 | -27
CC(C)(C)OC(=O)C[C@H]1C/C=C\C[C@H](CC(=O)N[C@H](CO)Cc2ccccc2)C(=O)N2CCC[C@@H]2COC1=O | 1.8 | 1 | 12 | 4 | 12 | 6 | -1 | 103 | -2 | 0
Cn1cc(CN2CCC(C(=O)Nc3ccc(Oc4ccccc4F)cc3)CC2)cn1 | -1.5 | -3 | 3 | -1 | -4 | 11 | -1 | 99 | 1 | 0
COCc1nnc(NC(=O)c2ccc(Cl)cc2[N+](=O)[O-])s1 | 0.7 | 1 | 1 | 10 | 2 | 0 | 2 | 88 | 12 | -36
Cc1ccc(/C=N/Nc2cc(C)nc(NCc3ccccc3)n2)cc1 | 0.6 | -10 | -12 | -3 | 0 | 4 | -7 | 95 | -3 | -3
CC(=O)c1cc2c(cc1NC(=O)CCn1cccc1)OCO2 | -1.9 | 2 | 18 | -3 | -2 | 0 | 2 | 100 | -6 | 12
Cc1c([N+](=O)[O-])cc(S(=O)(=O)Nc2ccncc2)cc1[N+](=O)[O-] | -2.1 | 1 | -6 | 11 | 7 | -2 | 5 | 112 | 12 | 8
COc1ccc(OC)c(/C=c2\sc3nc(-c4cccs4)nn3c2=O)c1 | -0.6 | -3 | 2 | -7 | 9 | 0 | 0 | 87 | -4 | -4
COc1ccc(Nc2nc(N)nc(CSc3nccc(C)n3)n2)cc1 | -2.3 | 1 | 10 | -3 | -3 | -5 | 0 | 95 | 3 | .
CCCC(=O)Nc1ccc2oc(-c3cccnc3)nc2c1 | 0.4 | -2 | 0 | 1 | 0 | 1 | -2 | 96 | -9 | -41
COc1ccccc1C(=O)N/C(=C\c1cn(S(=O)(=O)N(C)C)c2ccccc12)C(=O)NCCN1CCOCC1 | -0.1 | 1 | -2 | -1 | -2 | -9 | 8 | 96 | -9 | .
Fc1ccc(-c2csc(-c3ccc(C4SCCS4)cc3)n2)cc1F | 1.2 | -1 | 6 | -11 | 7 | 1 | 5 | 103 | -4 | -21
CSC1=C(C#N)C(C)CC(=O)N1 (stereo not given) | -2.5 | 4 | 4 | -2 | 3 | 3 | 1 | 91 | -3 | 4
CCOc1ccc2nc(SCC#N)c(C#N)cc2c1 | 7.9 | 0 | -18 | 6 | -3 | 1 | 18 | 99 | -4 | -15
O=C(CSc1nc2ccccc2nc1N1CCCC1)Nc1ccc(Cl)cc1 | 0.8 | 3 | -10 | 6 | 5 | -4 | -1 | 102 | 5 | 1
O=[N+]([O-])c1ccc(S(=O)(=O)NN=Cc2ccc(Cl)c(Cl)c2)cc1 | -1.7 | -5 | -19 | 0 | -3 | -5 | 3 | 99 | 5 | 9
Cc1ccc(-c2ccc(C(=O)O)[nH]2)cc1 | -0.8 | 0 | 0 | -2 | 3 | -5 | 0 | 100 | 4 | -5
O=C(Nc1ccccc1C(F)(F)F)N1CCCC(O)C1 (stereo not given) | -0.3 | 14 | -2 | 11 | 3 | -3 | 1 | 104 | 1 | 13
C=CCn1c(=N)c(C#N)cc2c(=O)n3ccccc3nc21 | -1.6 | 0 | 3 | 0 | -9 | -9 | 1 | 98 | -7 | -10
Cc1ccc(C(=O)Nc2nc3ccccc3[nH]2)cc1 | 1.9 | -2 | -21 | -6 | 11 | -7 | -18 | 96 | -1 | 50
Cc1ccccc1C(NC(=O)C1CCN(Cc2ccc(Oc3ccccc3)cc2)CC1)c1ccsc1 (stereo not given) | -0.1 | -12 | -8 | . | 7 | -10 | -1 | 96 | 10 | .
COC(=O)c1ccc(NS(=O)(=O)c2c(C)nc3sccn3c2=O)cc1 | -0.9 | 6 | -1 | . | 9 | -3 | 2 | 97 | 21 | 0
COc1ccc(CNC(=O)C(NS(=O)(=O)c2ccc3c(c2)CCCN3C(C)=O)C(C)C)cc1 (stereo not given) | -1.1 | 4 | -2 | 3 | 3 | -3 | 0 | 100 | -14 | 14
Cc1ccc(N(C(=O)c2csnn2)C(C(=O)NC(C)(C)C)c2cccs2)cc1 (stereo not given) | -0.1 | -3 | -1 | -1 | 16 | 7 | 2 | 102 | -4 | 1
CC(C)CN(C(=O)c1cc([N+](=O)[O-])cc([N+](=O)[O-])c1)C1CCS(=O)(=O)C1 (stereo not given) | -1.5 | 5 | 2 | -6 | 7 | -4 | 2 | 97 | 1 | 20
CCc1cc(=O)oc2c3c(cc(OCC(=O)NCCCn4ccnc4)c12)OC(C)(C)CC3 | 0.8 | -3 | -1 | -2 | -1 | 5 | 8 | 104 | -2 | -8
COc1ccc(S(=O)(=O)N2CCOCC2)cc1NC(=O)Cc1cccs1 | -1.7 | -4 | 9 | -1 | 5 | 2 | 0 | 102 | -1 | -36
CC(C)CNC(=O)C1CC(=O)OC12CCCCC2 (stereo not given) | 2.9 | 3 | 0 | -5 | 3 | 2 | 0 | 97 | -5 | 7
CCOc1ccccc1NC(=O)CCCNC(=O)Cn1cnc2sc(C)c(C)c2c1=O | 2.1 | 1 | 4 | -11 | 9 | -2 | 0 | 101 | -9 | -21
CCCCCCCc1nc2sc3c(c2c(=O)n1N)CC(C)(C)OC3 | -2.0 | 4 | -2 | -4 | 14 | -1 | -2 | 95 | 4 | 8
O=CN1CCN(C(=O)c2cccc([N+](=O)[O-])c2)CC1 | -1.3 | 1 | 5 | 13 | 4 | 3 | 1 | 95 | 3 | -9
COc1ccc(OC)c(N(CC(=O)NCCc2ccc(OC)c(OC)c2)S(=O)(=O)c2ccccc2)c1 | 0.4 | 5 | 7 | -6 | 8 | -7 | -3 | 102 | -3 | 3
COc1ccc(-c2nc3c(s2)CCc2onc(-c4ccc(Br)cc4)c2-3)cc1 | -0.2 | 4 | 3 | 0 | 0 | 4 | 18 | 97 | 3 | -10
COc1cccc(-c2noc(-c3cccnc3)n2)c1 | -1.7 | 0 | -24 | 8 | -2 | -2 | . | 89 | -9 | -63
COc1ccc2nc(Cl)c(C#N)cc2c1 | -1.1 | 2 | 13 | 0 | 0 | 2 | 1 | 93 | 5 | -4
CCOC(=O)Cc1csc(N/N=C/c2cccc([N+](=O)[O-])c2)n1 | 14* | 1 | 1 | 7 | -4 | -2 | 1 | 96 | 1 | -7
CC(Oc1cccc2ccccc12)C(=O)N/N=C/c1cccnc1 (stereo not given) | 2.2 | 3 | -4 | 2 | -5 | -2 | 0 | 111 | -7 | -23
CCOC(=O)C1CCCN(C(=O)c2cc(S(=O)(=O)N3CCCCC3)ccc2Cl)C1 (stereo not given) | -2.4 | 5 | -14 | 10 | 6 | 1 | -2 | 89 | 2 | -4
CCOc1ccc(NC(=O)c2ccc(C#CC(C)(C)O)cc2)cc1 | -0.5 | 2 | 6 | -1 | -1 | 0 | 2 | 97 | 2 | 12
CCOc1ccccc1CNn1nnnc1N | -1.1 | -1 | 7 | -2 | 2 | 3 | 1 | 101 | 5 | 7
COc1ccc(NC(=O)c2cccc(OS(=O)(=O)N(C)C)c2)cc1 | -1.3 | -5 | -8 | -14 | 21 | -6 | -8 | 98 | -2 | -33
Cc1cc(C)n2nnnc2c1C#N | 0.0 | -3 | 2 | 1 | 0 | -5 | 2 | 93 | 3 | -21
N#Cc1ccc(-c2cccnc2)nc1SCc1ccc(Cl)cc1Cl | 18* | -2 | -6 | 8 | -14 | -1 | -1 | 96 | -10 | -1
CCOC(=O)C(NC(=O)CC(C)C)(Nc1sc2c(c1C(N)=O)CCCC2)C(F)(F)F (stereo not given) | 1.2 | -2 | 12 | -5 | 17 | -4 | 3 | 99 | -8 | 19
CCOc1ccc(OCC)c(S(=O)(=O)N2CCC(C)CC2)c1 | -0.4 | 5 | -7 | -4 | -2 | 6 | 0 | 103 | -9 | 4
C=CCn1c(=O)c2c(C)c(C)sc2n2c(Nc3ccc(OC)cc3)nnc12 | 1.0 | 1 | 16 | -11 | 3 | 0 | 1 | 86 | -10 | 13
Cc1c(C(C)(C)O)[nH]c2ccc(C#N)cc12 | 0.1 | 4 | 0 | -6 | -2 | -8 | -2 | 99 | -4 | 13
Following part:
SMILES | MC4R ag barr | HTR2A ag | H9c2 protect | TLR9-MyD88 inh | MC4R antagonist | ABHD5 PLIN5 PPI | Glyco luc inh | ABCB6 inh MLPCN | NOD2 RIPK2 PPI | NCOA2 inhibitor
CCOC(=O)Nc1ccc2c(c1)N(C(=O)CN1CCN3CCCC3C1)c1ccccc1CC2 (stereo not given) | -1.9 | -3 | -8 | -7 | -11 | 4 | 2 | 92 | 0 | -17
O=C(NC(=S)Nc1ccc(Br)cc1)C1CCC1 | 1.2 | -4 | -10 | -6 | -8 | 2 | 1 | 99 | -11 | -6
COc1ccc(C(OC(=O)c2ccco2)C(=O)NC(C)(C)C)cc1 (stereo not given) | -1.8 | -4 | 9 | 13 | 0 | 2 | 0 | 96 | 1 | -24
CCOC(=O)c1cc(Br)c(=O)n2ccccc12 | -1.6 | 2 | 24 | -2 | 7 | 12 | 1 | 100 | -11 | -16
COc1ccc2nc(NC(=O)c3ccc(Br)s3)sc2c1 | 16* | 2 | -8 | -5 | -1 | -4 | -8 | 97 | -12 | -40
CCc1c(C)sc(NC(=O)c2cc(C(C)C)on2)c1C#N | -3.9 | 0 | -7 | -7 | 10 | -2 | 1 | 98 | -2 | -53
O=C(N/C(=C/c1cccs1)C(=O)N1CCOCC1)c1cccs1 | -1.1 | -3 | -2 | 0 | 11 | -1 | 2 | 94 | 0 | 6
CC1=C(C(=O)Nc2ccccc2F)C(c2cccs2)C2=C(CCCC2=O)N1 (stereo not given) | -2.9 | -7 | 2 | -2 | 3 | -7 | -1 | 101 | 11 | -5
O=c1oc2ccc3ccccc3c2cc1-c1nnc(-c2ccccc2)o1 | 0.2 | 5 | 80* | -3 | 1 | 7 | 0 | 98 | -2 | -44

Assay outcomes from PubChem BioAssay.
